# MEKK2 WT-MEK5 – raises or lowers MEK5 binding to wildtype human MEKK2 PB1 domain; bead flow cytometry, Alexa488-MEK5 binding to MEKK2 WT; actives lie on both sides; binding response (% of control), % at 10 µM; 290,000 compounds, 1.1% hits; AID 1531; in the data active means binding response below about 67% or above about 130%
# FID counter – counter-screen for HCV NS3 helicase inhibitors: DNA intercalator displacement; AID 1845; inhibition, % at 7.9 µM; DNA fluorescent intercalator displacement, fluorescence; 290,000 compounds, 0.17% hits; in the data active means inhibition above about 37%;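 further: 0% = vehicle and 100% = reference compound; higher means more ethidium bromide displaced from hairpin DNA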
# IMP-1 inh – blocks Pseudomonas aeruginosa IMP-1 metallo-beta-lactamase; inhibition, % at 5.6 µM; 290,000 compounds, 0.45% hits; purified IMP-1, nitrocefin hydrolysis, epi-absorbance fluorescence;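 active means inhibition above the mean plus 3 SD of all compounds in the same screening run, cut at about 4.5% in these data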;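 further: 0% = IMP-1 with DMSO and 100% = DMSO wells lacking enzyme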
#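 System: purified IMP-1 / Input: IMP-1 dispensed at 0.2 nM / Medium: 50 mM HEPES pH 7.1, 50 µM ZnSO4, 0.05% Brij 35 / Timing: 15 min enzyme–compound preincubation, then 25 min nitrocefin reaction, 25 °C / Technique: plate fluorescence quenching by hydrolysis product, ex 480/em 530 nm / Repeats: singlicate testing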
# NS3 helicase inh – inhibitors of Hepatitis C virus NS3 helicase | AID 1800 | 290,000 compounds, 0.56% hits | NS3 helicase DNA unwinding, Cy5 molecular beacon fluorescence | inhibition, % at 10.9 µM;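 active means inhibition above the mean of all tested compounds plus 3 SD, set per campaign, cut at about 35% in these data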;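 further: 0% = DMSO wells and 100% = thioflavine S control wells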
#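 Compound dosing – single dose, 10.9 µM nominal final, DMSO 0.8% final · System – NS3 helicase fragment of HCV · Buffer or medium – MOPS pH 6.5, MgCl2, DTT, Tween20, BSA · Signal – Cy5 beacon fluorescence read at start and 1 h · Also added – annealed dual-labelled DNA beacon duplex, ATP-started · Schedule – 1 h at 25 °C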
# UBC9 SUMO inh – SUMOylation inhibition; 290,000 compounds, 0.36% hits; HTRF SUMOylation assay, SAE1/SAE2 + UBC9, in vitro; AID 2006; inhibition, % at 35 µM; P63279; in the data active means inhibition above about 50%, passing the limit was not always enough; further: strong numbers were not always called active
# Target sequence (P63279 whole entry, looked up): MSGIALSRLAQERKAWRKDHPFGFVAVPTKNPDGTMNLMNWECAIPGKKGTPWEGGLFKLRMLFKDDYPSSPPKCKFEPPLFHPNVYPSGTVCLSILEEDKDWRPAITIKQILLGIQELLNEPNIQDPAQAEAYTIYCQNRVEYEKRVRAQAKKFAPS
# NALP1 yeast inh – blocks the NALP1 inflammasome reconstituted in yeast | inhibition, % at 10 µM | 280,000 compounds, 0.61% hits | S. cerevisiae NALP1/ASC/caspase-1 growth, X-gal OD620, 72 h; in the data active means inhibition mostly above about 24%, no sharp cut-off; inactive means mostly below about 32%; further: some compounds called inactive have numbers as strong as hits
# MEKK2mut PB1 HTS – signal of MEK5 binding to mutant human MEKK2 PB1 domain. percent response, % at 10 µM. 290,000 compounds, 0.35% hits. bead flow cytometry, Alexa488-MEK5 binding to MEKK2 mutant; in the data active means percent response above about 24%, passing the limit was not always enough; further: inactives centre near 1; some results filed as inactive read as strong as hits
# M18AAP inhibitor – PfM18AAP enzyme inhibition; recombinant PfM18AAP, H-Glu-NHMec fluorogenic cleavage; inhibition, % at 7.35 µM; 290,000 compounds, 1.2% hits; AID 1822;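 active means inhibition above the campaign mean inhibition over all tested compounds plus 3 SD, cut at about 28% in these data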;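 further: 0% = plate median of test compound wells and 100% = 2 mM ZnCl2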
# VIM-2 inh – inhibitors of Pseudomonas aeruginosa VIM-2 metallo-beta-lactamase | purified VIM-2, nitrocefin hydrolysis, epi-absorbance fluorescence | inhibition, % at 5.6 µM | 290,000 compounds, 0.89% hits | AID 1527;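 active means inhibition above the mean of all tested compounds plus 3 SD, cutoff set per screening run, cut at about 7.5% in these data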;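 further: red hydrolysis product quenches plate fluorescence so inhibitors raise well fluorescence; 0% = enzyme with DMSO and 100% = DMSO without enzyme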
# * = called active by the depositor; . = not tested or not shown.
SMILES,MEKK2 WT-MEK5,FID counter,IMP-1 inh,NS3 helicase inh,UBC9 SUMO inh,NALP1 yeast inh,MEKK2mut PB1 HTS,M18AAP inhibitor,VIM-2 inh
CCOC(=O)N1CCN(C(=O)Cc2cccc3ccccc23)CC1,98.0,-16.2,-2.1,-0.5,-0.1,6.6,2.0,-9.1,-2.8
Cc1c(C(=O)NCc2ccco2)oc2ccc(S(=O)(=O)N3CCC4(CC3)OCCO4)cc12,104.0,-23.6,-2.0,5.9,-16.4,13.7,2.0,5.7,-1.6
Fc1ccc(-n2cc(-c3ccccc3)[n+]3c2SCC3)cc1,98.0,-1.7,-2.2,3.8,-2.5,1.7,-1.0,4.5,-4.2
Cc1noc(C)c1C(=O)Nc1ccccc1C(=O)NCCc1ccccc1,99.0,-25.0,-3.4,-2.1,4.3,6.8,4.0,1.0,-2.8
O=C(c1ccc(N2CCN(C3CC(=O)N(Cc4cccs4)C3=O)CC2)cc1)c1cccnc1 (stereo not drawn),99.0,-29.0,-1.4,2.4,-6.0,-6.8,0.0,-4.5,-0.7
C[C@@H](C(=O)N[C@@H](Cc1ccccc1)C(=O)O)n1nnc2ccccc2c1=O,103.0,-20.2,-3.2,-9.8,1.4,3.7,4.0,2.9,-2.1
CSCCC(NS(=O)(=O)c1cccs1)C(=O)NCc1ccccc1 (stereo not drawn),101.0,-1.3,-1.8,-6.7,-6.4,17.1,0.0,-0.3,-1.1
CCOC(=O)N1CCN(C(=S)NC(=O)C2CCCC2)CC1,89.0,-6.9,-2.0,0.9,-4.1,.,-4.0,-4.6,-0.2
COC(=O)N/N=C(C)\C=C\c1ccco1,98.0,-0.7,-5.1,3.7,20.2,13.7,-1.0,-3.5,-3.1
CCC(C(=O)Nc1cc(Cl)ccc1OC)c1ccccc1 (stereo not drawn),102.0,-3.9,-2.1,-12.9,-4.7,20.8,-2.0,-12.3,1.0
Cc1ccc(N2C(S)=C(C#N)C(=O)NC2c2cccs2)cc1 (stereo not drawn),80.0,-4.6,-0.7,8.8,1.7,11.7,-3.0,1.4,1.8
O=c1c2ccccc2nnn1COc1cccc2ccccc12,96.0,-15.0,-3.4,-1.5,-14.3,11.9,-5.0,-2.6,-2.7
O=C(CSc1c[nH]c2ccccc12)N1CCCc2ccccc21,111.0,-15.7,-3.3,2.2,6.9,29.2,11.0,5.1,-3.0
COc1cc(/C=C2\COC/C(=C\c3cc(OC)c(OC)c(OC)c3)C2=O)cc(OC)c1OC,91.0,-9.8,-1.3,-1.2,-4.0,-8.3,-1.0,-2.8,-3.1
Cc1ccc(S(=O)(=O)N(C)C)cc1NC(=S)NCc1ccco1,101.0,-2.1,-0.8,-5.4,4.3,-4.7,-3.0,3.0,0.5
COc1cc(CC(=O)Nc2ccc(S(=O)(=O)N(C)C)cc2)cc(OC)c1OC,98.0,-11.2,-1.1,5.0,-2.1,27.9,4.0,4.2,-3.1
CS(=O)(=O)N1CCN(C(=O)c2cc3ccccc3oc2=O)CC1,114.0,-1.8,-3.1,3.3,19.0,-1.2,9.0,3.3,-2.1
CCN(CC(=O)NC)S(=O)(=O)c1ccc(Br)cc1,112.0,-2.9,-2.6,5.4,7.9,21.2,24.0*,0.9,-4.4
CSc1nnc(C)c(/C=C/Nc2ccc(C)cc2)n1,102.0,-4.3,-4.3,1.6,19.5,5.8,19.0,5.8,0.3
O=C(Cn1ncc2c(=O)oc3ccccc3c21)N1CCN(C(=O)c2ccco2)CC1,107.0,-2.7,-1.4,1.5,7.7,-1.6,7.0,1.1,0.7
CC(OC(=O)CC1Sc2ccccc2NC1=O)C(=O)NC1CCCC1 (stereo not drawn),104.0,-19.3,-1.3,-1.7,-4.9,10.9,1.0,2.8,-0.9
CCCC(C)n1[nH]c(=O)c2c(C)cc(C)nc21 (stereo not drawn),102.0,-5.6,-3.0,4.9,-9.1,-1.6,1.0,2.7,-0.5
CCc1ccc(N(CC(=O)N2CCN(Cc3ccccc3)CC2)S(C)(=O)=O)cc1,104.0,-23.6,-0.5,-8.4,-1.6,12.4,1.0,-2.0,-0.6
CCC/C(O)=C1\C(=O)CCCC1=NCCc1ccc(OCC)c(OCC)c1,97.0,-27.7,-2.2,2.4,2.5,14.6,-4.0,5.8,-1.5
CC(=O)NCCn1c(SCc2cc(=O)n3cc(Cl)ccc3n2)nc2ccccc2c1=O,104.0,-5.0,-2.0,-8.8,21.5,4.9,3.0,2.9,-0.2
C=CCn1c(C(CCCC)CC(O)COCCC)n[nH]c1=S (stereo not drawn),91.0,-16.3,-2.8,-1.0,-13.0,-14.4,-8.0,14.8,-1.9
Cc1cc(=O)n2nc(N3CCCC(C(=O)NC4CCC(C)CC4)C3)sc2n1 (stereo not drawn),94.0,-34.2,-0.7,-1.7,-9.3,27.5,-10.0,-2.5,-0.2
COc1ccc(/C=C(\C#N)C(=O)Nc2cccnc2)cc1,108.0,-1.7,-3.2,2.3,21.2,16.9,3.0,-0.4,-1.9

# Exported tab-delimited: part of the list above
molecule	MEKK2 WT-MEK5	FID counter	IMP-1 inh	NS3 helicase inh	UBC9 SUMO inh	NALP1 yeast inh	MEKK2mut PB1 HTS	M18AAP inhibitor	VIM-2 inh
O=c1c2ccccc2nnn1COc1cccc2ccccc12	96.0	-15.0	-3.4	-1.5	-14.3	11.9	-5.0	-2.6	-2.7
O=C(CSc1c[nH]c2ccccc12)N1CCCc2ccccc21	111.0	-15.7	-3.3	2.2	6.9	29.2	11.0	5.1	-3.0
COc1cc(/C=C2\COC/C(=C\c3cc(OC)c(OC)c(OC)c3)C2=O)cc(OC)c1OC	91.0	-9.8	-1.3	-1.2	-4.0	-8.3	-1.0	-2.8	-3.1
Cc1ccc(S(=O)(=O)N(C)C)cc1NC(=S)NCc1ccco1	101.0	-2.1	-0.8	-5.4	4.3	-4.7	-3.0	3.0	0.5
COc1cc(CC(=O)Nc2ccc(S(=O)(=O)N(C)C)cc2)cc(OC)c1OC	98.0	-11.2	-1.1	5.0	-2.1	27.9	4.0	4.2	-3.1
CS(=O)(=O)N1CCN(C(=O)c2cc3ccccc3oc2=O)CC1	114.0	-1.8	-3.1	3.3	19.0	-1.2	9.0	3.3	-2.1
CCN(CC(=O)NC)S(=O)(=O)c1ccc(Br)cc1	112.0	-2.9	-2.6	5.4	7.9	21.2	24.0*	0.9	-4.4
CSc1nnc(C)c(/C=C/Nc2ccc(C)cc2)n1	102.0	-4.3	-4.3	1.6	19.5	5.8	19.0	5.8	0.3
O=C(Cn1ncc2c(=O)oc3ccccc3c21)N1CCN(C(=O)c2ccco2)CC1	107.0	-2.7	-1.4	1.5	7.7	-1.6	7.0	1.1	0.7
CC(OC(=O)CC1Sc2ccccc2NC1=O)C(=O)NC1CCCC1 (stereo not drawn)	104.0	-19.3	-1.3	-1.7	-4.9	10.9	1.0	2.8	-0.9
CCCC(C)n1[nH]c(=O)c2c(C)cc(C)nc21 (stereo not drawn)	102.0	-5.6	-3.0	4.9	-9.1	-1.6	1.0	2.7	-0.5
CCc1ccc(N(CC(=O)N2CCN(Cc3ccccc3)CC2)S(C)(=O)=O)cc1	104.0	-23.6	-0.5	-8.4	-1.6	12.4	1.0	-2.0	-0.6
CCC/C(O)=C1\C(=O)CCCC1=NCCc1ccc(OCC)c(OCC)c1	97.0	-27.7	-2.2	2.4	2.5	14.6	-4.0	5.8	-1.5
CC(=O)NCCn1c(SCc2cc(=O)n3cc(Cl)ccc3n2)nc2ccccc2c1=O	104.0	-5.0	-2.0	-8.8	21.5	4.9	3.0	2.9	-0.2
